Tcruzi prolif – blocks T. cruzi growth in NIH3T3 culture; T. cruzi beta-gal in NIH3T3, GalScreen luminescence, 90 h; inhibition, % at 8.34 µM; 5.9% of 77,000 active; AID 624255;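 active means mean inhibition above about 93%, with at least 55% of replicates each passing it, limit read from the data, passing the limit was not always enough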
C diff HTS – inhibitors of Clostridium difficile growth | growth activity, negative = inhibition, % at 16 µg/mL (by protocol) | 0.25% of 86,000 active | Clostridium difficile clinical isolate growth, OD600, 24 h; stronger effect = lower value | AID 1259249;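 active means mean growth activity at or below -80% and every replicate also at or below -80%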;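 further: 0% = DMSO wells and -100% = levofloxacin 16 µg/mL wells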
Pf Dd2 inh – P. falciparum Dd2 growth inhibition; SYBR Green, 72 h; stronger effect = lower value; activity change, % at 10 µM; 2.3% of 94,000 active; in the data active means activity change below about -80%
KDM4C inh – KDM4C (human) demethylase inhibition; GST-KDM4C 2-372, H3K9me3 peptide, LANCE TR-FRET; inhibition, % at 12.5 µM; Q9H3R0; 0.15% of 96,000 active;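 active means mean replicate inhibition above about 25%, with at least 55% of replicates also reaching it, limit read from the data, passing the limit was not always enough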
Target sequence (Q9H3R0 2-372 limits assumed): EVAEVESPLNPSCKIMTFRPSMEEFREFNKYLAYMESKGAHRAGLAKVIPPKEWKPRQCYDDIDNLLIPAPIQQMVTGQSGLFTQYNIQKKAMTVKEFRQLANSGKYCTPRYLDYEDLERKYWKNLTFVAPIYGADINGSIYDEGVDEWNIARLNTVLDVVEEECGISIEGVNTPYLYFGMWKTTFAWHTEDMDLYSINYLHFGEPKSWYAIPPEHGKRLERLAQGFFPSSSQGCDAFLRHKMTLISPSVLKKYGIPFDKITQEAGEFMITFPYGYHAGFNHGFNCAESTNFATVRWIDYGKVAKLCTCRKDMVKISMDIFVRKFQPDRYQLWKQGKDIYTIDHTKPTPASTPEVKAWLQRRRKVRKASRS
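reagent = H3K9me3 peptide substrate, Fe(II), 2-oxoglutarate | system = GST-tagged GASC-1 (JMJD2C) catalytic fragment, aa 2-372 | amount = enzyme final amount 10 nM | read-out = Fall in 671/618 emission ratio as inhibition | medium = HEPES buffer, pH 7.5, plus ascorbate | schedule = 30 min reaction, 60 min detection, RT | measured by = LANCE TR-FRET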
* = called active by the depositor; nt = not tested or not shown; & = joins results of further samples.

canonical_smiles	Tcruzi prolif	C diff HTS	Pf Dd2 inh	KDM4C inh
O=C(Nc1ccc2c(c1)[C@H]1C[C@@H](CC(=O)N3CCCCC3)O[C@@H](CO)[C@H]1O2)c1ccc2c(c1)OCO2	16	-1	1	-3.7
COc1ccc2c3c(n(C)c2c1)[C@@H](CO)N(C(=O)CC1CC1)CC31CN(Cc2ccncc2)C1	nt	-11	-21	1.2
Cc1noc(C)c1NC(=O)N(C)C[C@@H]1OCCCC[C@@H](C)Oc2ccc(NC(=O)Cc3ccccc3)cc2C(=O)N([C@H](C)CO)C[C@@H]1C	-4	0	29	-0.2
C[C@H](CO)N1C[C@H](C)[C@H](CN(C)C(=O)Nc2ccc(C(F)(F)F)cc2)OCCCC[C@H](C)Oc2ccc(N(C)C)cc2C1=O	101*	-2	-65	-1.7
C[C@H]1CN([C@@H](C)CO)C(=O)c2cc(C#CC3(O)CCCC3)cnc2O[C@H]1CN(C)S(=O)(=O)c1ccccc1	-31	-4	12	0.0
C[C@@H]1CN([C@H](C)CO)C(=O)c2cc(NS(C)(=O)=O)ccc2O[C@@H](C)CCCCO[C@@H]1CN(C)S(=O)(=O)c1ccccc1	-5	5	-28	-2.8
COCCNC(=O)C[C@@H]1CC[C@@H]2[C@H](COc3ccc(NS(=O)(=O)c4ccc(Cl)cc4)cc3C(=O)N2C)O1	13	-4	1	-1.3
C[C@@H]1CN([C@@H](C)CO)C(=O)c2cc(C#CC3(O)CCCC3)cnc2O[C@H]1CN(C)S(C)(=O)=O	-31	4	17	1.7
C[C@H](CO)N1C[C@H](C)[C@@H](CN(C)Cc2ccncc2)Oc2ccc(NS(=O)(=O)c3cn(C)cn3)cc2CC1=O	nt	8	22	1.3
COCC(=O)N(C)C[C@H]1Oc2cc(Br)ccc2S(=O)(=O)N([C@H](C)CO)C[C@@H]1C	-23	0	16	0.5
C[C@H]1CN([C@@H](C)CO)C(=O)c2cccc(NC(=O)Nc3ccc(F)cc3)c2O[C@H]1CN(C)Cc1ccc2c(c1)OCO2	-23	5	-6	-0.4
C[C@H](CO)N1C[C@H](C)[C@H](CN(C)S(=O)(=O)c2ccc(F)cc2)Oc2c(NC(=O)NC3CCCCC3)cccc2C1=O	-104	8	-42	nt
C[C@H](CO)N1C[C@H](C)[C@H](CN(C)CC2CCCCC2)Oc2ccc(NC(=O)Nc3ccc(C(F)(F)F)cc3)cc2CC1=O	39	41	-12	-4.9
C[C@H](O)C#Cc1cnc2c(c1)C(=O)N([C@@H](C)CO)C[C@H](C)[C@@H](CN(C)CC1CCCCC1)O2	-2	-1	25	1.3
Cc1ccc(S(=O)(=O)Nc2ccc3c(c2)C(=O)N([C@@H](C)CO)C[C@H](C)[C@@H](CN(C)S(=O)(=O)c2c(C)noc2C)OCCCC[C@@H](C)O3)cc1	81	-5	-66	-0.3
C[C@H](CO)N1C[C@H](C)[C@H](CN(C)Cc2ccc3c(c2)OCO3)Oc2ccc(NC(=O)CCCN(C)C)cc2C1=O	nt	2	-3	4.3
CCNC(=O)C[C@H]1CC[C@@H](NC(=O)NC2CCCCC2)[C@@H](CO)O1	52	3	19	-0.9
Cc1ccc(S(=O)(=O)Nc2ccc3c(c2)C(=O)N([C@H](C)CO)C[C@@H](C)[C@@H](CN(C)Cc2ccc(C(=O)O)cc2)OCCCC[C@H](C)O3)cc1	-33	nt	0	-0.8
CCS(=O)(=O)N1CC(=O)N2[C@H](CO)[C@@H](c3ccc(C#CC4CCCCC4)cc3)[C@@H]2C1	nt	35	7	0.8
CN(C)CCCNC(=O)[C@H]1[C@H](CO)[C@H]2Cn3c(ccc(C4=CCCCC4)c3=O)[C@@H]1N2Cc1cocn1	56	3	4	2.2

Quoted from above for reference:
canonical_smiles	Tcruzi prolif	C diff HTS	Pf Dd2 inh	KDM4C inh
C[C@H](CO)N1C[C@H](C)[C@H](CN(C)C(=O)Nc2ccc(C(F)(F)F)cc2)OCCCC[C@H](C)Oc2ccc(N(C)C)cc2C1=O	101*	-2	-65	-1.7
C[C@H]1CN([C@@H](C)CO)C(=O)c2cc(C#CC3(O)CCCC3)cnc2O[C@H]1CN(C)S(=O)(=O)c1ccccc1	-31	-4	12	0.0
C[C@@H]1CN([C@H](C)CO)C(=O)c2cc(NS(C)(=O)=O)ccc2O[C@@H](C)CCCCO[C@@H]1CN(C)S(=O)(=O)c1ccccc1	-5	5	-28	-2.8
COCCNC(=O)C[C@@H]1CC[C@@H]2[C@H](COc3ccc(NS(=O)(=O)c4ccc(Cl)cc4)cc3C(=O)N2C)O1	13	-4	1	-1.3
C[C@@H]1CN([C@@H](C)CO)C(=O)c2cc(C#CC3(O)CCCC3)cnc2O[C@H]1CN(C)S(C)(=O)=O	-31	4	17	1.7
C[C@H](CO)N1C[C@H](C)[C@@H](CN(C)Cc2ccncc2)Oc2ccc(NS(=O)(=O)c3cn(C)cn3)cc2CC1=O	nt	8	22	1.3
COCC(=O)N(C)C[C@H]1Oc2cc(Br)ccc2S(=O)(=O)N([C@H](C)CO)C[C@@H]1C	-23	0	16	0.5
C[C@H]1CN([C@@H](C)CO)C(=O)c2cccc(NC(=O)Nc3ccc(F)cc3)c2O[C@H]1CN(C)Cc1ccc2c(c1)OCO2	-23	5	-6	-0.4
C[C@H](CO)N1C[C@H](C)[C@H](CN(C)S(=O)(=O)c2ccc(F)cc2)Oc2c(NC(=O)NC3CCCCC3)cccc2C1=O	-104	8	-42	nt
C[C@H](CO)N1C[C@H](C)[C@H](CN(C)CC2CCCCC2)Oc2ccc(NC(=O)Nc3ccc(C(F)(F)F)cc3)cc2CC1=O	39	41	-12	-4.9
C[C@H](O)C#Cc1cnc2c(c1)C(=O)N([C@@H](C)CO)C[C@H](C)[C@@H](CN(C)CC1CCCCC1)O2	-2	-1	25	1.3
Cc1ccc(S(=O)(=O)Nc2ccc3c(c2)C(=O)N([C@@H](C)CO)C[C@H](C)[C@@H](CN(C)S(=O)(=O)c2c(C)noc2C)OCCCC[C@@H](C)O3)cc1	81	-5	-66	-0.3
C[C@H](CO)N1C[C@H](C)[C@H](CN(C)Cc2ccc3c(c2)OCO3)Oc2ccc(NC(=O)CCCN(C)C)cc2C1=O	nt	2	-3	4.3
CCNC(=O)C[C@H]1CC[C@@H](NC(=O)NC2CCCCC2)[C@@H](CO)O1	52	3	19	-0.9
Cc1ccc(S(=O)(=O)Nc2ccc3c(c2)C(=O)N([C@H](C)CO)C[C@@H](C)[C@@H](CN(C)Cc2ccc(C(=O)O)cc2)OCCCC[C@H](C)O3)cc1	-33	nt	0	-0.8

(cont.)
canonical_smiles	Tcruzi prolif	C diff HTS	Pf Dd2 inh	KDM4C inh
Cc1noc(C)c1NC(=O)N(C)C[C@H]1Oc2ccc(NS(=O)(=O)c3ccc(Cl)cc3)cc2C(=O)N([C@@H](C)CO)C[C@H]1C	-10	-6	6	0.6
CO[C@H]1CC[C@@H]2CCOc3c(C#N)cccc3C(=O)N(C)C[C@H](OC)[C@@H](C)C(=O)N(C)C[C@@H]1O2	30	3	nt	-1.0
O=C(C1CCOCC1)N1CC(=O)N2[C@@H](CO)[C@@H](c3ccc(C#Cc4cccc(F)c4)cc3)[C@@H]2C1	nt	-16	14	2.6
CCC(=O)N1[C@@H](CO)[C@H](c2ccc(-c3ccccc3OC)cc2)C12CN(C(C)=O)C2	nt	-8	9	8.9
CCCC(=O)Nc1ccc2c(c1)C(=O)N(C)[C@@H]1CC[C@@H](CC(=O)NCCc3ccccc3)O[C@@H]1CO2	-16	-2	8	-1.0
C[C@H](CO)N1C[C@H](C)[C@H](CN(C)Cc2ccc(C(=O)Nc3ccccc3N)cc2)Oc2c(NC(=O)Nc3ccccc3)cccc2C1=O	86	5	-80*	-0.9
CO[C@H]1CN(C)C(=O)c2ccc(NC(=O)C3CCCC3)cc2OC[C@H](C)N(C(=O)CC2CC2)C[C@H]1C	46	nt	-16	-1.3
O=C(C[C@H]1CC[C@@H]2[C@H](COC[C@@H](O)CN2Cc2ccccc2F)O1)N1CCc2ccccc2C1	26	nt	6	1.6
C[C@@H]1CN([C@H](C)CO)S(=O)(=O)c2ccc(C#C[C@@H](C)O)cc2O[C@H]1CN(C)C	-38	-1	17	1.1
C[C@H](CO)N1C[C@H](C)[C@H](CN(C)C(=O)CCC(F)(F)F)OCCCC[C@H](C)Oc2ccc(NS(=O)(=O)c3cn(C)cn3)cc2C1=O	51	4	8	0.6
COc1ccc2c3c([nH]c2c1)[C@@H](CO)N(C(=O)CC1CC1)CC31CCN(Cc2ccncc2)CC1	nt	0	-72	nt
OC[C@H]1Nc2ccc(C#Cc3ccc(F)cc3)cc2[C@H]2[C@@H]1CCN2Cc1nccs1	103*	2	-22	-0.1
CC(=O)N[C@H]1CC[C@@H](CCNC(=O)C2CCCCC2)O[C@H]1CO	nt	-4	33	-1.0
C[C@H]1CN([C@@H](C)CO)C(=O)c2ccccc2-c2ccccc2CO[C@H]1CN(C)Cc1ccc(-c2ccccc2)cc1	nt	8	-89*	-1.7
COc1ccc(NC(=O)N(C)C[C@H]2Oc3cc(-c4ccc(C)cc4)ccc3S(=O)(=O)N([C@H](C)CO)C[C@H]2C)cc1	102*	5	-75	-2.9
C[C@@H]1CN([C@@H](C)CO)S(=O)(=O)c2ccc(C#C[C@@H](C)O)cc2O[C@@H]1CN(C)Cc1ccccn1	9	3	-11	1.2
C[C@@H]1CCCCO[C@@H](CN(C)C(=O)C2CCCCC2)[C@@H](C)CN([C@H](C)CO)C(=O)c2cc(NS(=O)(=O)c3ccc(F)cc3)ccc2O1	89	1	-35	-0.1
O=C(C[C@H]1CC[C@H](NS(=O)(=O)c2ccccc2)[C@@H](CO)O1)N1CCC(Cc2ccccc2)CC1	nt	5	2	-1.9
COc1ccc(S(=O)(=O)N(C)C[C@@H]2Oc3c(NS(=O)(=O)c4cn(C)cn4)cccc3C(=O)N([C@H](C)CO)C[C@H]2C)cc1	-7	-3	25	-1.7
C[C@H]1CN([C@@H](C)CO)C(=O)c2cc(NC(=O)Nc3ccccc3)ccc2O[C@H]1CN(C)C	31	3	0	1.8
CC(C)NC(=O)N(C)C[C@@H]1Oc2ccc(N(C)C)cc2CC(=O)N([C@@H](C)CO)C[C@H]1C	23	5	8	14
COc1ccc(NC(=O)Nc2ccc3c(c2)C(=O)N([C@@H](C)CO)C[C@@H](C)[C@@H](CN(C)Cc2ccc(C(=O)O)cc2)OCCCC[C@@H](C)O3)cc1	101	-2	21	15
COc1ccc(NC(=O)Nc2ccc3c(c2)C(=O)N([C@H](C)CO)C[C@@H](C)[C@@H](CN(C)Cc2ccc(Oc4ccccc4)cc2)O3)cc1	41	5	2	2.2
C[C@@H]1CN([C@H](C)CO)C(=O)c2cc(NS(C)(=O)=O)ccc2O[C@@H](C)CCCCO[C@H]1CN(C)CC1CC1	47	-5	14	14
CN(C)C(=O)c1ccc(-c2ccc([C@@H]3[C@H]4CN(C(=O)CC5CC5)CC(=O)N4[C@H]3CO)cc2)cc1	nt	-1	11	14
O=C(C[C@H]1CC[C@H]2[C@@H](COC[C@@H](O)CN2Cc2nccs2)O1)NCc1ccc(F)cc1	-26	1&-2	12	-0.7
CO[C@@H]1CN(C)C(=O)c2cc(NC(=O)C3CCC3)ccc2OC[C@H](C)N(C)C[C@@H]1C	-15	nt	33	1.1
CN(C)C(=O)c1cccc(-c2ccc([C@@H]3[C@@H](CO)N4C(=O)CN(C(=O)CC5CC5)C[C@@H]34)cc2)c1	nt	-2	0	-1.2
COc1ccc(S(=O)(=O)N(C)C[C@H]2Oc3ccc(NC(=O)C4CCCCC4)cc3C(=O)N([C@H](C)CO)C[C@H]2C)cc1	55	0	-4	0.1
CN(C[C@@H]1[C@H](c2ccccc2)[C@@H](CO)N1C(=O)C1CCC1)C(=O)c1ccccn1	16	-1	10	-1.7
O=C(C1CC1)N1[C@@H]2CN(S(=O)(=O)c3ccccc3)c3ccccc3[C@@H]2[C@@H]1CO	9	4	4	-1.8

Screens deposited in PubChem BioAssay by Broad Institute.
